# High-throughput results deposited in PubChem by several laboratories.
# SRC2 inh: inhibition of GAL4-SRC2 driven luciferase reporter, primary screen, SRC2 inhibitor project, cell-based, luminescence | AID 651957, 2012 | inhibition, % at 9 µM | HEK293 GAL4-SRC2 luciferase reporter | Nuclear receptor coactivator 2 (Homo sapiens), Q15596 | 370,000 compounds, 0.17% hits;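 active = inhibition above the mean inhibition of all tested compounds plus 3 SD, set per campaign, cut at about 52% in these data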;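 also: 0% = DMSO treated cells and 100% = cells given Gossypol at 36 µM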
# NCOA3 inh: SRC3 coactivator transcriptional activity inhibitors, primary screen, cell-based, luminescence | HEK293 GAL4-SRC3 luciferase reporter | AID 588352, 2011 | 360,000 compounds, 0.17% hits | inhibition, % at 3.6 µM;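 active = inhibition above a per-campaign cutoff, the mean of all compounds plus 3 SD, cut at about 60% in these data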;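 also: 0% = DMSO-treated cells and 100% = gossypol-treated cells at 36 µM; higher means less SRC3-driven luciferase light from the GAL4 reporter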
# Target sequence (Q9Y6Q9 whole entry, looked up, the tested form may be a part): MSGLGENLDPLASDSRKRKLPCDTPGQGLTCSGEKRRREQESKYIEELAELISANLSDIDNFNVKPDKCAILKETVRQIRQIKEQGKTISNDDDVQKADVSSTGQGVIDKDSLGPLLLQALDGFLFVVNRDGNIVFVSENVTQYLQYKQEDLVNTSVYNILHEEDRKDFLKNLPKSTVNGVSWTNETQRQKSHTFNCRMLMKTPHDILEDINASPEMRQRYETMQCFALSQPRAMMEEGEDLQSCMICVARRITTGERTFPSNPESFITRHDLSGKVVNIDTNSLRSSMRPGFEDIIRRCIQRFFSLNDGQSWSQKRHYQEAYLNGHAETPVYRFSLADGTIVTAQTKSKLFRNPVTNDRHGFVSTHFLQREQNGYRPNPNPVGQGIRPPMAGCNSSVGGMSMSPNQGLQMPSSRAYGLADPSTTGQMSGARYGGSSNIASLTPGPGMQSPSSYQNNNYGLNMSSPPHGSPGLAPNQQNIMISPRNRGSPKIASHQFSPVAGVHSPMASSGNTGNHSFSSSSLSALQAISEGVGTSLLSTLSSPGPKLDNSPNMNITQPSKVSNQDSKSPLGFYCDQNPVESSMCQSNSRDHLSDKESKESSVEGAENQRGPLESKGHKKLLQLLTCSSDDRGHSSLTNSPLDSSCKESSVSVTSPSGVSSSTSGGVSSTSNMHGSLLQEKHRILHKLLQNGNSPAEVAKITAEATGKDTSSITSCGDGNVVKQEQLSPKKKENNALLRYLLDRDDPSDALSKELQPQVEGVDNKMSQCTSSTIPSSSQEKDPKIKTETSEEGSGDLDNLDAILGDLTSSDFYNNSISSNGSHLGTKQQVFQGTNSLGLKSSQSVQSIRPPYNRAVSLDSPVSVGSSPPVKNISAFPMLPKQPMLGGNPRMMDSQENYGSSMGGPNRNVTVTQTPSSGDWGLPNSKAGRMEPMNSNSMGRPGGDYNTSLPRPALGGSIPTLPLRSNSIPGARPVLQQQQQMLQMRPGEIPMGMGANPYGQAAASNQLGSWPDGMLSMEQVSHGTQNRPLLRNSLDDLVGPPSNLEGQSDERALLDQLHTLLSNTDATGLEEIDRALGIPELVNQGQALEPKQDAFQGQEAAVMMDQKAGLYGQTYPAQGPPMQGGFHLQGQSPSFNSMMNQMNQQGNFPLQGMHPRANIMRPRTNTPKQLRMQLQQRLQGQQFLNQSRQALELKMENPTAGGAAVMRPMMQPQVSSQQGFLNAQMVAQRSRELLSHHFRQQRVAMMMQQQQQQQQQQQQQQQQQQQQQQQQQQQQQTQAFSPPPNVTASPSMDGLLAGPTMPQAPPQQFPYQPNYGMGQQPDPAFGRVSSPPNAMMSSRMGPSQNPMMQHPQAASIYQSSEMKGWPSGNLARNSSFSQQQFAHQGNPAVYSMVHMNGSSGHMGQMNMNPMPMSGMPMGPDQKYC
# TLR9-MyD88 inh: inhibitors of TLR9-MyD88 association in cells, primary screen, cell-based, CHO, BLA complementation, fluorescence; Toll-like receptor 9 (Homo sapiens) + Myeloid differentiation primary response protein …; CCF4 FRET ratio; inhibition, % at 4.98 µM; 340,000 compounds, 0.21% hits; AID 504734, 2011;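 active = inhibition above the mean over all tested compounds plus 3 SD, cut at about 21% in these data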;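 also: 0% = DMSO only wells and 100% = clavulanate BLA inhibitor control wells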
# TWEAK-Fn14 inh: inhibitors of TWEAK-Fn14 signaling, primary screen, luciferase reporter cells, uHTS | inhibition, % at 10 µM | 360,000 compounds, 2% hits | AID 1159606, 2016 | TWEAK-stimulated Fn14 reporter cells, luciferase luminescence, 8 h; in the data active = inhibition above about 50%
# TROY signal inh: inhibitors of TROY-driven NF-kB signaling, primary screen, Q293 LMP1-TROYcd cells, NF-kB luciferase, uHTS | Q293 LMP1-TROYcd NF-kB luciferase reporter, 4 h | inhibition, % at 10 µM | 360,000 compounds, 0.98% hits;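 active = compounds whose plate-normalised and pattern-corrected inhibition of the luciferase reporter signal at the single screening dose is 50% or more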
# SRC1 inh: SRC1 coactivator transcriptional activity inhibitors, primary screen, cell-based, luminescence | Nuclear receptor coactivator 1 (Homo sapiens), Q15788 | AID 588354, 2011 | inhibition, % at 3.6 µM | 360,000 compounds, 0.12% hits | HEK293 GAL4-SRC1 luciferase reporter;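 active = inhibition above the campaign mean plus 3 SD, with each screening campaign given its own cutoff, cut at about 60% in these data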;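 also: 0% = DMSO treated cells and 100% = gossypol at 36 µM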
# EBV LMP1 NFkB: EBV LMP1-driven NF-kappaB luciferase reporter inhibitors, primary screen, cell-based, luminescence, single point | inhibition, % at 12.5 µM | LMP1-induced NF-kappaB luciferase reporter cells | 350,000 compounds, 0.69% hits | AID 504558, 2011; in the data active = inhibition above about 41%;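 also: 0% = neutral control wells and 100% = reference inhibitor control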
# TRAIL sens C8: viability loss with TRAIL in NB7+C8 cells, primary screen, TRAIL sensitizer project, cell-based, ATPlite luminescence; inhibition (viability loss, TRAIL sensitization), % at 10 µM; 360,000 compounds, 1% hits;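 active = compounds causing at least 50% loss of cell viability in the single-dose screen, relative to plate controls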
# NOD2-RIPK2 inh: NOD2-RIPK2 binding disruptors in cells, primary screen, fluorescence, CHO cells, BLA complementation. Receptor-interacting serine/threonine-protein kinase 2 (Homo sapiens), O43353. CCF4 ratio. inhibition, % at 4.98 µM. 360,000 compounds, 0.38% hits. AID 624267, 2012; in the data active = inhibition above about 21%;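 also: 0% = vehicle only and 100% = reference blocker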
# LRH-1 inv ag: LRH-1 (NR5A2) inverse agonists, primary screen, cell-based, luminescence, HEK293T, StAR-luciferase reporter | AID 602396, 2012 | LRH-1 transfected, 24 h | 360,000 compounds, 0.13% hits | Nuclear receptor subfamily 5 group A member 2 (Homo sapiens), O00482 | inhibition, % at 3.6 µM;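 active = inhibition above the mean inhibition of all tested compounds plus 3 SD, cut at about 73% in these data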;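 also: 0% = DMSO wells and 100% = reporter-only cells lacking LRH-1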
# COUP-TFII inh: NR2F2 transcriptional activity inhibitors, primary screen, cell-based, luciferase reporter, HEK293T, luminescence; HEK293T NGFI-A luciferase reporter; 370,000 compounds, 0.7% hits; AID 686940, 2013; COUP transcription factor 2 (Homo sapiens), P24468; inhibition, % at 8.6 µM;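 active = inhibition above a per-plate cutoff, mean inhibition of test wells between control levels plus 3 SD, cut at about 38% in these data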;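 also: cells cotransfected with COUP-TFII expression vector driving the NGFI-A reporter; 0% = median of COUP-TF2 test wells and 100% = reporter-only cells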
# * = called active by the depositor; / = no result given. Some of the compounds tested; the hit share may differ from the screen's.
SMILES,SRC2 inh,NCOA3 inh,TLR9-MyD88 inh,TWEAK-Fn14 inh,TROY signal inh,SRC1 inh,EBV LMP1 NFkB,TRAIL sens C8,NOD2-RIPK2 inh,LRH-1 inv ag,COUP-TFII inh
CCOC(=O)N1CCC(NC(=O)CNS(=O)(=O)c2ccc(Br)s2)CC1,/,16,0,17,1,-13,-3,9,-3,-1,/
CC1CCN(CC(=O)Nc2ccc(N3CCCCCC3)cc2)CC1,3,-7,2,3,1,-6,-11,1,1,14,8
O=C(NCc1cccnc1)Nc1cccc([N+](=O)[O-])c1,10,13,-3,-5,7,7,-7,-5,-9,-7,-9
Cc1ccsc1C(=O)OCC(=O)NC1CCCCC1,-94,-88,21*,-6,-45,-87,8,-3,-9,-92,-42
O=C(Nc1cccc(OC(F)(F)F)c1)C1Cc2c(-c3ccc(Cl)cc3)ccnc2O1 (stereo not drawn),0,5,/,3,8,-12,/,-3,2,10,16
COc1ccc(/C=C(\NC(=O)c2ccc(C)cc2)C(=O)NCCN2CCOCC2)cc1,19,-10,-2,4,-4,-9,-1,-6,-2,6,-12
COc1ccc(N(C)S(=O)(=O)c2ccc(Cl)c(C(=O)NCCc3ccc(Cl)cc3)c2)cc1,-5,19,-5,17,26,-1,10,2,5,9,17
COc1cccc(NC(=O)C2(C)CCN2C(=O)CCc2ccc(Cl)cc2Cl)c1 (stereo not drawn),-4,-19,/,6,-23,3,/,10,6,-18,10
CCCCn1ccc(O)c(Cc2ccc(F)cc2)c1=O,-22,1,0,-8,2,-49,-8,3,-4,13,10
O=C(NC(=O)c1ccccc1Cl)C(=O)Nc1ccc(Cl)cc1,-8,-5,-1,-29,-30,11,1,4,-8,5,-32
COc1ccc(-c2noc(=O)n2CC(=O)N2CCC(Cc3ccccc3)CC2)cc1,-10,10,-2,0,-7,3,9,-4,-7,-9,-13
Cc1cc(C)n(-c2ncnc3c2oc2ccccc23)n1,-13,3,5,-27,-37,-9,2,2,1,-29,0
COc1ccc(N=C(N)SCc2ccccn2)cc1,-9,7,2,2,-51,-7,-5,11,-1,4,5
Cc1cccc(NC(=O)C2CCCN2S(=O)(=O)c2ccc3c(c2)n(C)c(=O)c(=O)n3C)c1 (stereo not drawn),-10,-3,-4,-3,6,0,3,6,-5,-18,-17
O=C(Nc1cccc(NC(=O)c2ccc(-c3ccc(Br)cc3)o2)c1)c1ccccc1,9,9,-4,10,-45,0,-41,21,2,1,5
Cc1ccc(C(=O)Nc2cc(-c3ccn[nH]3)c(C)n(N)c2=O)cc1,-13,3,6,-6,9,-6,-6,-4,-9,10,-8
O=C(NC1CCCCCC1)C1CCN(C(=O)Cc2ccccc2)CC1,9,3,3,2,-1,7,7,-1,-4,-6,-12
COCCOC(=O)C1=C(C)NC(=O)NC1c1cn(-c2ccccc2)nc1-c1cccs1 (stereo not drawn),-2,12,-9,-17,-7,9,-1,-12,-1,0,-8
CC(=O)c1nn(-c2ccc(C(F)(F)F)cc2)c(=O)[nH]c1=O,25,7,12,12,-13,11,7,-4,-11,19,-2
Cc1cccc(N/N=C/c2ccc(C)s2)c1,-26,-35,-21,-25,-3,-40,-24,-1,-14,-12,-21
Cc1ccc(C(NC(=O)NC(C)c2ccccc2)C(Cl)(Cl)Cl)cc1F (stereo not drawn),6,5,7,55*,58*,14,10,-12,-8,12,12
O=C1Nc2cc(C(=O)NCCN3CCCCCC3)ccc2S/C1=C/c1ccccc1F,9,-12,6,0,-3,1,-138,52*,22*,-15,12
Cc1cc(NC(=O)Cn2cnc3c2c(=O)n(C)c(=O)n3C)n(-c2ccccc2)n1,-10,-8,7,10,-16,-18,3,-8,-5,-6,5
Cc1ccccc1CN1CCN(CC(=O)NCc2ccco2)C1=O,11,18,0,40,8,-25,0,-20,0,7,-10

# Structures listed so far containing a furan ring, fused or not, in the order listed:
SMILES,SRC2 inh,NCOA3 inh,TLR9-MyD88 inh,TWEAK-Fn14 inh,TROY signal inh,SRC1 inh,EBV LMP1 NFkB,TRAIL sens C8,NOD2-RIPK2 inh,LRH-1 inv ag,COUP-TFII inh
Cc1cc(C)n(-c2ncnc3c2oc2ccccc23)n1,-13,3,5,-27,-37,-9,2,2,1,-29,0
O=C(Nc1cccc(NC(=O)c2ccc(-c3ccc(Br)cc3)o2)c1)c1ccccc1,9,9,-4,10,-45,0,-41,21,2,1,5
Cc1ccccc1CN1CCN(CC(=O)NCc2ccco2)C1=O,11,18,0,40,8,-25,0,-20,0,7,-10

# The list continues:
SMILES,SRC2 inh,NCOA3 inh,TLR9-MyD88 inh,TWEAK-Fn14 inh,TROY signal inh,SRC1 inh,EBV LMP1 NFkB,TRAIL sens C8,NOD2-RIPK2 inh,LRH-1 inv ag,COUP-TFII inh
O=C(NCCCN1CCCC1=O)c1cc(S(=O)(=O)N2CCOCC2)ccc1Cl,4,11,-13,-4,-10,-4,-2,-2,-3,0,-20
O=C1CC(N2CCOCC2)C(=O)N1c1ccc(Cl)cc1 (stereo not drawn),2,-13,4,-12,1,-1,-5,2,-8,-10,28
c1ccc(CNn2c(N3CCOCC3)nc3ccccc32)cc1,9,17,6,8,3,1,-2,-1,-3,11,-7
NC(=O)c1cc(-c2ccccc2)nc(N2CCOCC2)n1,1,2,-8,2,-2,10,4,0,-4,5,0
Cc1[nH]c(C)c(S(=O)(=O)N2CCc3ccccc32)c1C(=O)N1CCCCC1,4,15,3,3,-11,9,-1,-18,1,11,5
O=S(=O)(c1ccc(OCC(O)CN2CCCCC2)cc1)N1CCOCC1 (stereo not drawn),-24,12,-9,-7,8,-7,-14,-14,-12,-15,1
COc1cccc(NC(=S)/C(=C(\[O-])c2cc(C)n(-c3ccccc3F)c2C)[n+]2ccc(N(C)C)cc2)c1,25,16,-1,1,-24,-6,-4,25,-5,-5,23
COc1cccc(Cn2cnc3c(NS(=O)(=O)c4cc(Cl)ccc4Cl)c(C)c(C)cc32)c1,-1,14,6,5,12,-64,10,2,4,5,-14
O=C(NCc1cccc(Cl)c1)c1cccc(C(F)(F)F)c1,-8,12,-2,-13,2,14,1,2,-3,16,14
CNc1ccc(S(=O)(=O)NCC(=O)OCC(=O)Nc2cccc(Cl)c2Cl)cc1[N+](=O)[O-],-25,18,0,0,28,13,1,-4,-4,10,-2
O=C(COc1ccc(Br)cc1F)NCC1(N2CCCCC2)CCCCC1,3,4,8,5,-6,-3,-1,-4,-6,2,7
Cc1ccnc(NC(=O)CCC(=O)N(CC(=O)NCCc2ccccc2)c2ccc(F)cc2)c1,21,-7,-8,-18,-8,-21,-11,-4,1,21,-35
O=C(C1=C[C@H](c2csc3ccccc23)C[C@H](OCCCCO)O1)N1CCN(Cc2ccccc2)CC1,8,-32,9,1,-21,-6,-8,-8,8,-11,1
O=C(NNS(=O)(=O)c1ccccc1[N+](=O)[O-])c1ccccc1Cl,5,11,-3,-13,-9,-16,-2,4,-14,9,0
COc1ccc(CNC(=O)c2csnn2)cc1,13,-12,-1,1,-9,4,0,12,-2,-7,-8
Cc1nc2sc(C(=O)Nc3ccccc3)c(N)c2c(C)c1[N+](=O)[O-],-46,-104,-13,-13,-22,-79,-50,24,-8,-97,-28
Cc1[nH]c2ccccc2c1C(=O)NS(=O)(=O)Nc1ccc(Cl)cc1,8,14,6,8,8,-38,-27,1,-4,6,17
CCOc1cccc(-c2c(C(=O)N/N=C/c3ccoc3)nnn2-c2nonc2N)c1,6,1,0,-18,-12,4,1,-20,-2,8,-15
O=C(COC(=O)/C=C/c1ccccc1)NCCC1=CCCCC1,-1,-2,-5,5,-3,1,-9,-4,-11,-13,-17
Cc1noc(C)c1NC(=O)N(C)C[C@@H]1Oc2ncc(C#CC3CC3)cc2C(=O)N([C@@H](C)CO)C[C@@H]1C,-16,9,3,4,-7,-2,-2,9,5,6,6
Cn1c2ccc(F)cc2c2nnc(SCC(=O)Nc3cccc(O)c3)nc21,5,-12,0,-41,-3,-13,1,13,-16,-8,-20
Cc1c(F)cccc1NC(=O)CCC(=O)O,2,23,6,3,-1,-12,0,6,1,22,3
CC1=C(C(=O)OC2CCCCC2)C(c2ccc(C)o2)C2=C(CC(C)(C)CC2=O)N1 (stereo not drawn),-5,-7,-16,2,-42,30,-3,-2,-4,-5,5
CC(=O)OC(C)C(=O)NS(=O)(=O)c1ccc(C)cc1 (stereo not drawn),22,2,-4,6,22,-34,7,6,-8,13,22
Cc1ccccc1-n1cnc2c(sc3nc(N4CCOCC4)c4c(c32)CCCC4)c1=O,20,-4,-6,6,28,1,8,0,-3,23,4

# Profiles from above. Values in the order: SRC2 inh | NCOA3 inh | TLR9-MyD88 inh | TWEAK-Fn14 inh | TROY signal inh | SRC1 inh | EBV LMP1 NFkB | TRAIL sens C8 | NOD2-RIPK2 inh | LRH-1 inv ag | COUP-TFII inh
# `CCOc1cccc(-c2c(C(=O)N/N=C/c3ccoc3)nnn2-c2nonc2N)c1` is listed as 6 | 1 | 0 | -18 | -12 | 4 | 1 | -20 | -2 | 8 | -15
# `Cc1noc(C)c1NC(=O)N(C)C[C@@H]1Oc2ncc(C#CC3CC3)cc2C(=O)N([C@@H](C)CO)C[C@@H]1C` is listed as -16 | 9 | 3 | 4 | -7 | -2 | -2 | 9 | 5 | 6 | 6
# `O=C(COC(=O)/C=C/c1ccccc1)NCCC1=CCCCC1` is listed as -1 | -2 | -5 | 5 | -3 | 1 | -9 | -4 | -11 | -13 | -17
# `Cn1c2ccc(F)cc2c2nnc(SCC(=O)Nc3cccc(O)c3)nc21` is listed as 5 | -12 | 0 | -41 | -3 | -13 | 1 | 13 | -16 | -8 | -20
